# POLK inh = blocks human DNA polymerase kappa activity; Q9UBT6; purified Pol kappa, fluorescent DNA synthesis assay, 10 min; Potency, µM (series often up to 107 µM), inactives show top-dose activity, negative = inhibition, actives largely listed as inhibitors; hit rate 0.53% among 400,000; also: potency is read from the fitted curve at half-maximal effect; % is scaled to controls: 0 for no effect and ±100 for the full control effect
#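 Kinetic fluorescence screen: compound preincubated 15 min RT with 10 nM enzyme; 50 nM substrate (final) initiates; reads at 0/10 min.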
# ERG Ets-DNA blk = blocks human ERG Ets domain binding to DNA. fluorescence polarization, His-ERG Ets domain / labelled DNA. Potency, µM (titrated, usually from 76.9 µM), for the others: top-dose FP activity, negative = inhibition, most hits filed as inhibitors. hit rate 0.028% among 370,000; active = well fitted inhibition curve with a large enough effect in the polarisation, with a control signal flat; inconclusive = small, poorly fitted or top-dose-only effect, or effect the other way, or a change in a side signal; inactive = no such curve, though single readings can be large or run the other way; the % refers to the polarisation;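 also: polarization taken with two DNA probes labelled with fluorescein and Texas red; potency is read from the fitted curve at half-maximal effect; % of control where 0% means no effect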
#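 His-tagged ERG Ets domain (1 uM in the protein solution; 300mM KCl, 50mM Tris-HCl, 1mM EDTA, 1mM DTT, pH 7.5) received compound, then a probe mix of 5 nM fluorescein-DNA and 100nM Texas-615-DNA. Fluorescence polarization was read for both dyes.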
# POLI inh = inhibitors of human DNA polymerase iota; Potency, µM (titrated, usually from 115 µM), for inactives: at the highest dose activity, negative = inhibition, usual class: inhibitors; hit rate 1% among 390,000; Pol iota fluorescent replication assay, 10 min; Q9UNA4; also: potency is read from the fitted curve at half-maximal effect
#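 Fluorescent replication assay read twice, at 0 min and 10 min after adding 50 nM (final) substrate. Enzyme (10 nM) and compounds were first incubated 15 min at room temperature; enzyme-free buffer wells were negative controls.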
# APEX1 inh = inhibitors of human APE1 endonuclease | Potency, µM (highest dose often 65.8 µM), for inactives: at the highest dose activity change, negative = inhibition, actives largely listed as inhibitors | hit rate 0.35% among 350,000 | recombinant APE1, TAMRA/BHQ-2 abasic DNA cleavage fluorescence | P27695;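 also: potency is read from the fitted curve at half-maximal effect; plate controls were vehicle for no effect and reference inhibitor for full effect; nearly all actives have a fitted effect of over 55% in size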
# Target sequence (P27695 whole entry, looked up): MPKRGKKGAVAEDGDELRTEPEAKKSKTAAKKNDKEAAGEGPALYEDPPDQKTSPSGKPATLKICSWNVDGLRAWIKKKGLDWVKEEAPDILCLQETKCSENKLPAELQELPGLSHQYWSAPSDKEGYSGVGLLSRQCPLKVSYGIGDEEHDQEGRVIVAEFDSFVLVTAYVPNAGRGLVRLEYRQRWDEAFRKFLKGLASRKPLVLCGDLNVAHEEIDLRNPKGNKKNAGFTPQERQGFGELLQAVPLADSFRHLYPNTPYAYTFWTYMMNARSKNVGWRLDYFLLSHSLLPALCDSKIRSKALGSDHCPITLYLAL
#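 APE1 at 0.75 nM final was preincubated with compound 15 min at room temperature, then 50 nM double-stranded THF abasic-site substrate (5'-TAMRA/3'-BHQ-2) was added. Fluorescence (ex 525/em 598 nm) was read kinetically; third-minus-first read gave activity.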
# TRHR agonist = agonists of human TRH receptor; hit rate 0.18% among 360,000; activation, % at 2 µM; P34981; TRHR cells, calcium flux fluo-8, FDSS agonist mode; AID 493084; in the data active = activation above about 30%; also: 0% is about no effect
#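 In this calcium-flux screen, cells bearing human TRHR are dye-loaded with fluo-8, baselined for 10 cycles, then exposed to library compounds; positive kinetic calcium responses during the agonist phase mark hits, with TRH as control.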
# BLM inh = Bloom syndrome helicase (human) inhibition; AID 2528; hit rate 0.2% among 350,000; Potency, µM (titrated, usually from 56.1 µM), inactives show at the top dose activity change, negative = inhibition, actives largely listed as inhibitors; P54132; recombinant BLM DNA unwinding, fluorescence dequenching;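 also: potency is read from the fitted curve at half-maximal effect; plate controls were vehicle for no effect and no enzyme for full effect; nearly all actives have a fitted effect of over 35% in size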
# Anesthetic bind = binds horse apoferritin like a general anesthetic; P02791; apoferritin/1-aminoanthracene competitive binding, fluorescence; Potency, µM (top dose mostly 77.5 µM), inactives show at the top dose activity change, negative = displacement, usual class: inhibitors; hit rate 0.074% among 350,000; also: potency is read from the fitted curve at half-maximal effect; % is scaled to controls: 0 for no effect and ±100 for the full control effect; nearly all actives have a fitted effect of over 20% in size
#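 Apoferritin-based anesthetic binding model; compound displacement of fluorescent 1-AMA measured as endpoint fluorescence after 10 minutes at room temperature, scaled to free-ligand and complex controls.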
# ALOX12 inh = blocks human arachidonate 12S-lipoxygenase. purified 12hLO, xylenol orange hydroperoxide absorbance. P18054. AID 1671190. hit rate 1.1% among 580,000. Potency, µM (titrated, usually from 108 µM), for inactives: at the top dose activity change, negative = inhibition, actives largely listed as inhibitors; also: potency is read from the fitted curve at half-maximal effect; % is scaled to controls: 0 for no effect and ±100 for the full control effect
# Target sequence (P18054 whole entry, looked up): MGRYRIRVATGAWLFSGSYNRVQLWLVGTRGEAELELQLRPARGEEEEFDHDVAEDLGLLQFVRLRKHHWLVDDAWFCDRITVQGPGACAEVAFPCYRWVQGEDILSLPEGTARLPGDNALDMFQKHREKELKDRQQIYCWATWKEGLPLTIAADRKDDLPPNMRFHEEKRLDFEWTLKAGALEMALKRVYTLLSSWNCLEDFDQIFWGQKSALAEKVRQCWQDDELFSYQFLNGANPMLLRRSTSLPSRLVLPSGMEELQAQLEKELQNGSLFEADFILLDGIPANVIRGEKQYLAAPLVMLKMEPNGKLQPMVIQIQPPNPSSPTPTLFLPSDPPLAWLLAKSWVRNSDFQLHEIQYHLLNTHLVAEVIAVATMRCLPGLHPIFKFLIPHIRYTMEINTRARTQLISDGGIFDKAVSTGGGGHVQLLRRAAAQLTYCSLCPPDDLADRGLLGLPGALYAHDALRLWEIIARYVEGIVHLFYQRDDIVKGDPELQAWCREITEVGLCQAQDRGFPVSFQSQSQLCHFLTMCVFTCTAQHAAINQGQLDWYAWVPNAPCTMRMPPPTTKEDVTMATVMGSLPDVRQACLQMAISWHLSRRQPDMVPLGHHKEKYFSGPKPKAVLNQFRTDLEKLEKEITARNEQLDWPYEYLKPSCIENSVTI
#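 Hydroperoxide product was detected by ferrous iron/xylenol orange as the 573 to 405 nm absorbance ratio. Arachidonic acid at 40 uM (final) was turned over for 30 min at room temperature by 150 nM human 12hLO, pH 7.0 Hepes buffer, after 15 min compound preincubation.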
# POLB inh = blocks human DNA polymerase beta activity; Potency, µM (titrated, usually from 114 µM), without a hit: top-dose activity change, negative = inhibition, hits mostly inhibitors; P06746; Pol beta primer extension/strand displacement, fluorescence kinetic; AID 485314; hit rate 1.3% among 340,000; also: potency is read from the fitted curve at half-maximal effect; % is scaled to controls: 0 for no effect and ±100 for the full control effect
#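 10 nM enzyme + cpd, 15 min RT; start with substrate 50 nM final; read 0 min and after 10 min RT. Corrected, normalized data; 4-parameter Hill curve fit.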
# Numbers without * were called inactive; i = inactive; ? = inconclusive; · = no result given; & = joins results of further samples; [ ] = dose if it differs, or a comment. Unless noted, calls follow the shape of the dose curve; as a rule, active = well fitted curve in the direction sought with a large enough effect; inconclusive = small, poorly fitted or top-dose-only effect, or another doubt; inactive = no such curve, though single readings can be large; an effect the other way counts as inactive or inconclusive.
SMILES,POLK inh,ERG Ets-DNA blk,POLI inh,APEX1 inh,TRHR agonist,BLM inh,Anesthetic bind,ALOX12 inh,POLB inh
C=CCOc1c(Br)cc(CNc2ccc(NC(=O)C(C)C)c(OC)c2)cc1OCC,-27%,-5%,21%,-4%,-0.8,-21%,?,4%,3%
CCCSc1nc2cc(OC)c(OC)cc2c(=N)n1CCCN1CCOCC1,11%,9%,78%[activator],-5%,-0.6,44%[activator],-15%,22%,-2%
COc1ccc(NC(=O)CC2C(=O)N(c3cccc(C)c3)C(=O)N2C2CCCCC2)cc1 (stereo not drawn),-12%&0%,0%&0%,38%&45%[activator],-1%,0.3&-0.4,-7%&-5%,-10%&-12%,-22%&-5%,9%&8%
CCOC(=O)C1CCN(C(c2cc3ccc(C)c(C)c3[nH]c2=O)c2nnnn2C2CCCCC2)CC1 (stereo not drawn),-3%,-4%,-3%,10%,0.4,-4%,-19%,-17%,-1%
CC(SCc1cn2cc(Cl)ccc2n1)C(=O)O (stereo not drawn),0%,-8%,-3%,-3%,0.2,0%,-6%,2%,31%
COc1cc(OC)c(NC(=O)c2cc(CN3CCOCC3)on2)cc1Cl,-2%,2%,13%,·,0.1,0%,-3%,3%,-1%
Cc1c(NC(=O)c2noc(C(C)C)c2[N+](=O)[O-])c(=O)n(-c2ccccc2)n1C,2%,30%,30%,0%,0.5,-1%,-9%,1%,5%
COc1ccccc1C(c1nnnn1C(C)(C)C)N1CCN(Cc2ccccc2)CC1 (stereo not drawn),-8%,7%,?,0%,0.3,2%,-8%,?,-22%
CCCCCCCC(=O)O[C@H](CC(=O)O)C[N+](C)(C)C,-7%[19.4 µM],·,·,-4%,·,6%,·,?,·
CCc1noc(C)c1C(=O)OCC(=O)NCc1ccccc1,1%,-3%,-15%,4%,-0.6,·,·,134%[activator],·
O=C(Cc1ccccc1)NN1C(=O)/C(=C/c2ccccc2C(=O)O)SC1=S,2%[60.1 µM],43%[activator],33%[activator],?,0.2,2%,-17%,-1%,-27%
CCc1ccc(N2CC(C(=O)Nc3ccc(S(=O)(=O)N4CCCCC4)cc3)CC2=O)cc1 (stereo not drawn),-22%,1%,17%,-5%,0.9,-5%,-9%,?,-7%
CC(=O)N/C(=N/c1nc(C)cc(C)n1)Nc1ccc(NC(C)=O)cc1,-2%,5%,-21%[58.9 µM],10%,0.3,-12%,5%,-19%,12%
N#Cc1ccc(C(=O)N(Cc2ccco2)c2c(N)n(Cc3ccccc3)c(=O)[nH]c2=O)cc1,-1%,-10%,69%,14%,0.4,·,·,-23%,·
COCCSc1nnc(NC(=O)CSc2ccccc2)s1,-5%,·,-17%,16%,-0.1,-3%,?,23%,41%
C[C@@H](NCCc1ccc(O)cc1)[C@@H](O)c1ccc(O)cc1,-11%[60.1 µM],16%,0%[58.9 µM],4%,·,·,·,0%,9%[57.1 µM]
CCCNc1c(F)c(F)c2c(C)c3ccccc3nc2c1F,79µM*,0%,7.9µM*,1%,34*,-9%,-21%,6%,-12%
COc1cc(OC)cc(C(=O)NCCSC2CCCCC2)c1,-2%,10%,-17%,-10%,1.2,-6%,-21%,-16%,?
CCOC(=O)c1sc2nc(CN3CCN(c4cccc(C(F)(F)F)c4)CC3)[nH]c(=O)c2c1C,-11%,4%,?,3%,0.2,-4%,1%,13%,2%[57.1 µM]
O=C(OCc1cnc(Cl)s1)c1cccs1,7%,0%,-8%,5%,-0.6,-1%,-16%,7%,-3%
O=C(Nc1ccc(S(=O)(=O)N2CCOCC2)cc1)c1cc(-c2cc(Cl)ccc2O)n[nH]1,9%,7%,24%,-1%,1.9,-10%,-5%,-16%,-10%
CN(C)c1ccc(CNC(=O)c2ccc(Cn3c(=O)c4cccn4c4cccnc43)cc2)cc1,0%,10%,16%,·,0.0,-2%,-14%,0%,41%
Cn1nc(C(=O)N2CCN(c3ccc([N+](=O)[O-])cc3)CC2)c2c1-c1ccccc1S(=O)(=O)C2,6%,-2%,8%,25%,0.4,-1%,4%,·,-1%
CCC(=O)Nc1nnc(S(=O)(=O)N(C)c2ccccc2)s1,8%,5%,-3%,-3%,1.0,-2%,-1%,0%,?
Cn1c(O)c(C=NCCCCCC(=O)O)c(=O)n(C)c1=O,-2%,-3%,-14%,·,·,·,·,6%,·
COc1ccccc1Nc1nc(N)nc(CCl)n1,1%,1%,-11%,2%,0.1,2%,-1%,0%,9%
COc1cc(C(C)=O)ccc1COc1ccc(C(=O)OCC(=O)NC(C)(C)C)cc1OC,-10%,-3%,-2%,-1%,0.1,0%,?,-13%,1%
CCOC(=O)C1CCCN(S(=O)(=O)c2cc(OCC(N)=O)c(C)cc2Cl)C1 (stereo not drawn),-1%,6%,32%[activator],3%,-0.4,-6%,-3%,?,-21%
O=C(/C=C/c1ccc(-c2cccc([N+](=O)[O-])c2)o1)N1CCOCC1,-5%,0%,110%[activator],-2%,0.1,1%,4%,-1%,3%
CC(C)(C)OC(=O)N[C@@H](Cc1ccccc1)c1nnc(SCC(N)=O)o1,7%,-2%,?,-5%,0.3,-2%,-9%,224%[activator],24%
CCCn1c(CC)nc([N+](=O)[O-])c1Sc1ccc(C)cc1,0%,-3%,13%,-3%,-0.3,-2%,-20%,?,4%
Cn1nnnc1SCc1nnc(-c2ccc(Cl)cc2)o1,14%,-6%,-1%,-5%,-0.5,-6%,-20%,-6%,3%
Cc1ccc(C2CC2C(=O)NNC(=S)Nc2cccc(C)c2)cc1 (stereo not drawn),-7%,-3%,19%,0%,-0.3,-7%,-19%,-11%,25%
O=C1CCCCCN1CSc1nc2ccccc2s1,-5%,7%,11%,-1%,-0.3,-2%,-11%,1%,-6%
C=CCn1c(SCC(=O)N2CCCC2)nc2c([nH]c3ccccc32)c1=O,10%,-10%,17%,13%,-0.5,-8%,-7%,17%,8%
CCN(CC)S(=O)(=O)c1ccc2[nH]c(=O)cc(C(=O)Nc3ccc(C)cc3)c2c1,10%,6%,96%[activator],-7%,0.2,-1%,-16%,i,13%
CCc1ccc2oc(C(=O)Nc3nc(-c4ccccc4)ns3)c(C)c2c1,6%,5%,15%,·,1.2,-1%,-5%,-24%,13%
CCOc1ccc(CNC(=O)CCc2cn(Cc3ccccc3)c3ccccc23)cc1,-4%,-7%,15%,1%,0.1,-1%,3%,-5%,-15%
CC(C)c1ccc(S(=O)(=O)N2CCC(n3c(C(F)(F)F)nc4cccnc43)CC2)cc1,12%,-5%,20%,·,0.1,-4%,7%,-10%,38%
CC(C)(C)C(C(=O)Oc1ccccc1)c1ccccc1 (stereo not drawn),-2%,6%,-15%,25%,-0.4,·,·,-1%,·

# 2 compounds drawn at random from those above, as already listed:
SMILES,POLK inh,ERG Ets-DNA blk,POLI inh,APEX1 inh,TRHR agonist,BLM inh,Anesthetic bind,ALOX12 inh,POLB inh
CCN(CC)S(=O)(=O)c1ccc2[nH]c(=O)cc(C(=O)Nc3ccc(C)cc3)c2c1,10%,6%,96%[activator],-7%,0.2,-1%,-16%,i,13%
CCCn1c(CC)nc([N+](=O)[O-])c1Sc1ccc(C)cc1,0%,-3%,13%,-3%,-0.3,-2%,-20%,?,4%

# Profiles from above. Screens in order: POLK inh	ERG Ets-DNA blk	POLI inh	APEX1 inh	TRHR agonist	BLM inh	Anesthetic bind	ALOX12 inh	POLB inh
# `O=C(Nc1ccc(S(=O)(=O)N2CCOCC2)cc1)c1cc(-c2cc(Cl)ccc2O)n[nH]1` is listed with 9%	7%	24%	-1%	1.9	-10%	-5%	-16%	-10%
# `Cn1c(O)c(C=NCCCCCC(=O)O)c(=O)n(C)c1=O` is listed with -2%	-3%	-14%	·	·	·	·	6%	·
# `COc1ccc(NC(=O)CC2C(=O)N(c3cccc(C)c3)C(=O)N2C2CCCCC2)cc1` (stereo not drawn) is listed with -12%&0%	0%&0%	38%&45%[activator]	-1%	0.3&-0.4	-7%&-5%	-10%&-12%	-22%&-5%	9%&8%
# `CCOC(=O)C1CCN(C(c2cc3ccc(C)c(C)c3[nH]c2=O)c2nnnn2C2CCCCC2)CC1` (stereo not drawn) is listed with -3%	-4%	-3%	10%	0.4	-4%	-19%	-17%	-1%
# `CCCSc1nc2cc(OC)c(OC)cc2c(=N)n1CCCN1CCOCC1` is listed with 11%	9%	78%[activator]	-5%	-0.6	44%[activator]	-15%	22%	-2%

# New compounds follow:
SMILES,POLK inh,ERG Ets-DNA blk,POLI inh,APEX1 inh,TRHR agonist,BLM inh,Anesthetic bind,ALOX12 inh,POLB inh
CC(C)c1ccc(NC(=O)C2CCN(c3ncnc4c3nc3n4CCCCC3)CC2)cc1,10%,8%,-12%,-13%,0.5,-5%,-4%,-4%,8%
O=C(Cc1ccc(Cl)cc1)NCC(=O)N1CCN(c2ccccc2)CC1,-5%,-17%,-10%,18%,-0.8,-2%,-10%,-1%,-18%
O=c1oc(-c2ccc(O)c(O)c2)cc2cc(O)cc(O)c12,?,18%,28µM*,-18%,·,·,·,2.5µM*,·
CC1CCCN(Cc2nc3c(c(=O)n(C)c(=O)n3C)n2Cc2ccc(Cl)cc2Cl)C1 (stereo not drawn),-20%,-2%,16%,·,-0.2,-1%,0%,3%,2%
c1csc(-c2ccnc3ncnn23)c1,-2%[60.1 µM],-9%,-18%,7%,0.3,2%,-1%,-18%,67%
COc1ccc(CCNC(=O)CSc2nnc3ccc(-c4cccnc4)nn23)cc1,-8%,3%,28%,-6%,-0.3,-2%,-8%,-15%,0%
CC1CN(Cc2nc3c(c(=O)n(C)c(=O)n3C)n2CC(O)CO)CC(C)O1 (stereo not drawn),-7%,-1%,11%,-2%,0.1,2%,-9%,0%,-25%
CCOC(=O)/C(C#N)=C/c1c(N2CCN(c3ccccc3)CC2)nc2ccccn2c1=O,10%,-5%,27%,0%,-0.9,-25%,2%,-26%,20%

# From PubChem

# Some of the compounds tested (hit frequency here may not be typical).
